NPY-Y1 antag – NPY-Y1 receptor antagonists, primary screen, cell-based. inhibition, % at 3.6 µM. 200,000 compounds, 1% hits. Neuropeptide Y receptor type 1 (Homo sapiens), P25929. HEK293-CNG Y1 cells, membrane potential fluorescence; NPY at EC95, then isoproterenol;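 active = inhibition above the campaign mean inhibition of all tested compounds plus 3 SD, cut at about 20% in these data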;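 also: 0% = DMSO wells given NPY plus isoproterenol and 100% = isoproterenol alone without NPY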
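Material: HEK293 cells co-expressing NPY Y1 receptor and cyclic-nucleotide gated channel. Timing: compound incubation 1 h at room temperature, readout 45 min post-stimulation. Signal: fluorescence, membrane potential probe.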
p47phox inh – p47phox/p22phox peptide binding inhibitors, primary screen, biochemical, uHTS, NADPH oxidase regulatory subunit. Neutrophil cytosol factor 1 (Homo sapiens), P14598. fluorescence polarization, 2 h. inhibition, % at 24.7 µM. 220,000 compounds, 0.53% hits. AID 1274, 2008;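 active = inhibition above about 30%, limit read from the data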;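 also: 0% = p47phox with labelled peptide and 100% = labelled peptide alone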
S1P4 ag – S1P4 receptor agonists, primary screen, cell-based; S1P4-expressing cell line, agonist reporter assay; Sphingosine 1-phosphate receptor 4 (Homo sapiens), O95977; 220,000 compounds, 0.35% hits; activation, % at 4.98 µM; AID 1509, 2009; in the data active = activation above about 11%;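 also: 0% = DMSO vehicle and 100% = reference agonist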
Target sequence (O95977 whole entry, looked up): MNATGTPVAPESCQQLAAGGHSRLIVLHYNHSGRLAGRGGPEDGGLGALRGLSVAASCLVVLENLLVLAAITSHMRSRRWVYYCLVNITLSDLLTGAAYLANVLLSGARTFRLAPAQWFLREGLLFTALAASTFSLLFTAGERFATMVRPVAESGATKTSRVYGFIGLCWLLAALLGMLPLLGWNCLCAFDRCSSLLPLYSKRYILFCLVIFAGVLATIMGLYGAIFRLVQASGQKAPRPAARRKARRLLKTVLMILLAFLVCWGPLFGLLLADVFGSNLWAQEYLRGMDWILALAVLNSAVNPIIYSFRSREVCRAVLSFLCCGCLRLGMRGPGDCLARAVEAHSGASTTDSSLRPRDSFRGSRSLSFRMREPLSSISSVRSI
NPY1 pot ag – NPY-Y1 receptor potentiators or agonists, primary screen, cell-based; 220,000 compounds, 0.37% hits; activation, % at 3.6 µM; Neuropeptide Y receptor type 1 (Homo sapiens), P25929; NPY-Y1 expressing cells, potentiator/agonist activation; in the data active = activation above about 33%, passing the limit was not always enough;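 also: cells stimulated with NPY at EC10 then isoproterenol at EC100; 0% = low agonist plus stimulus and 100% = saturating agonist plus stimulus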
S1P4 antagonist – S1P4 receptor antagonists, primary screen, cell-based; Sphingosine 1-phosphate receptor 4 (Homo sapiens), O95977; S1P4-expressing cells, antagonist mode, reporter read-out; inhibition, % at 4.98 µM; 220,000 compounds, 0.26% hits; in the data active = inhibition above about 29%;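 also: 0% = wells stimulated with agonist and 100% = vehicle wells without agonist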
BaF3 tox – parental Ba/F3 cell viability inhibition, counter-screen for JAK2V617F inhibitor project, murine pro-B, CellTiter-Glo luminescence; CellTiter-Glo ATP luminescence; inhibition, % at 5.6 µM; 220,000 compounds, 1.1% hits;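 active = inhibition above a per-campaign cutoff, the mean inhibition of all tested compounds plus 3 SD, cut at about 27% in these data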;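 also: 0% = DMSO wells and 100% = JAK Inhibitor I control wells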
CHOP inh – inhibitors of CHOP promoter induction, primary screen, cell-based, unfolded protein response, luciferase reporter; CHO-K1 CHOP-promoter luciferase, tunicamycin-induced, 15-18 h; 220,000 compounds, 3.8% hits; AID 2732, 2010; inhibition, % at 10 µM;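 active = compounds that reduced the stress-induced luciferase reporter signal by more than about 70% of percent inhibition, limit read from the data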;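 also: 0% = tunicamycin plus vehicle and 100% = wells without tunicamycin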
Ba/F3 V617F tox – reduced viability of JAK2V617F-dependent Ba/F3 cells, primary screen, JAK2V617F inhibitor project, cell-based, Ba/F3 EpoR-JAK2V617F, luminescence; ATP luminescence; 220,000 compounds, 1.1% hits; inhibition, % at 5.6 µM;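 active = inhibition above the campaign mean plus 3 SD over all tested compounds, cut at about 24% in these data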;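 also: cytokine-independent growth of Ba/F3 cells driven by EpoR plus mutant JAK2; 0% = DMSO-treated cells and 100% = JAK inhibitor I control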
NPY2 pot ag – NPY-Y2 potentiators or agonists, primary screen, cell-based | Neuropeptide Y receptor type 2 (Homo sapiens), P49146 | activation, % at 3.6 µM | AID 1359, 2008 | 220,000 compounds, 0.45% hits | cells expressing NPY-Y2, potentiator/agonist read-out; in the data active = activation above about 27%;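 also: cells stimulated with NPY near EC25 plus isoproterenol at EC100; 0% = vehicle plus submaximal agonist and 100% = vehicle plus saturating agonist; some results beyond the cut were filed as inactive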
Target sequence (P49146 whole entry, looked up): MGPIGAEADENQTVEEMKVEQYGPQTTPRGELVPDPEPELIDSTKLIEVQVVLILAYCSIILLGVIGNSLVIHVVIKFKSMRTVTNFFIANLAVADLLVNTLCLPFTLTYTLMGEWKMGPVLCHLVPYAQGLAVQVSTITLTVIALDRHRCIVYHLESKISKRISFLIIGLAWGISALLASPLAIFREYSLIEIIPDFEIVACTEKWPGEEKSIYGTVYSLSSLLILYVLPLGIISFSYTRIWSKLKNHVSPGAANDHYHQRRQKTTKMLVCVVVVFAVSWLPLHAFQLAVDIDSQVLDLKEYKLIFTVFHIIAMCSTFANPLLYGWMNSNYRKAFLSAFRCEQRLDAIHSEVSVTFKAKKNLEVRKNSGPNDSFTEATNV
Starred values were filed as active, the others as inactive.

What do the screens show for `NC(Cc1ccc(O)c([N+](=O)[O-])c1)C(=O)O` (stereo not given)?
NPY-Y1 antag: 1; p47phox inh: 0; S1P4 ag: 0.4; NPY1 pot ag: -2; S1P4 antagonist: -22; BaF3 tox: 5; CHOP inh: -13; Ba/F3 V617F tox: -1; NPY2 pot ag: -6

How did O=C(O)[C@@H](c1ccccc1)N1Cc2ccccc2C1=O do in these assays?
NPY-Y1 antag: 4; p47phox inh: -6; S1P4 ag: -1.1; NPY1 pot ag: -18; S1P4 antagonist: -11; BaF3 tox: 2; CHOP inh: -11; Ba/F3 V617F tox: 2; NPY2 pot ag: 3

What do the screens show for `C#CCn1cc(C=C2C(=O)c3ccccc3C2=O)c2ccccc21`?
NPY-Y1 antag: 1; p47phox inh: 81*; S1P4 ag: 0.6; NPY1 pot ag: -18; S1P4 antagonist: -9; BaF3 tox: 7; CHOP inh: 47; Ba/F3 V617F tox: -5; NPY2 pot ag: -2

How did CC(C)NS(=O)(=O)c1ccc(CCC(=O)N2CCc3ccccc3C2)cc1 do in these assays?
NPY-Y1 antag: 0; p47phox inh: -4; S1P4 ag: -1.8; NPY1 pot ag: -5; S1P4 antagonist: 4; BaF3 tox: 9; CHOP inh: 16; Ba/F3 V617F tox: 2; NPY2 pot ag: -15

Results for COc1ccc(/C=C(/C#N)C(=O)Nc2ccc(C)cc2C)cc1C(=O)O ?
NPY-Y1 antag: 0; p47phox inh: 1; S1P4 ag: -3.7; NPY1 pot ag: -9; S1P4 antagonist: -14; BaF3 tox: 5; CHOP inh: 13; Ba/F3 V617F tox: 5; NPY2 pot ag: -16

Results for Cn1c(SCCCC(=O)c2ccc(F)cc2)nnc1-c1ccncc1 ?
NPY-Y1 antag: 1; p47phox inh: -16; S1P4 ag: 0.4; NPY1 pot ag: -1; S1P4 antagonist: -32; BaF3 tox: 6; CHOP inh: 6; Ba/F3 V617F tox: 0; NPY2 pot ag: -3

Results for CCOC(=O)c1ccc(NC(=O)COc2ccccc2CNC2CCCC2)cc1 ?
NPY-Y1 antag: 17; p47phox inh: -8; S1P4 ag: -0.8; NPY1 pot ag: -26; S1P4 antagonist: 20; BaF3 tox: 6; CHOP inh: 8; Ba/F3 V617F tox: 2; NPY2 pot ag: -21

How did COc1ccc2cc(C3NC(=O)c4ccccc4N3)c(Cl)nc2c1 (stereo not given) do in these assays?
NPY-Y1 antag: -2; p47phox inh: -8; S1P4 ag: -2.2; NPY1 pot ag: -10; S1P4 antagonist: -16; BaF3 tox: 5; CHOP inh: -4; Ba/F3 V617F tox: 3; NPY2 pot ag: 0

What do the screens show for `O=C(CC1CCS(=O)(=O)C1)Nc1ccc[nH]c1=O` (stereo not given)?
NPY-Y1 antag: 1; p47phox inh: 3; S1P4 ag: 1.8; NPY1 pot ag: -23; S1P4 antagonist: 2; BaF3 tox: 4; CHOP inh: 22; Ba/F3 V617F tox: -3; NPY2 pot ag: 3

What do the screens show for `COc1ccc([N+](=O)[O-])cc1N(CC(=O)NCCSc1ccc(C)cc1)S(C)(=O)=O`?
NPY-Y1 antag: -4; p47phox inh: 2; S1P4 ag: 2.2; NPY1 pot ag: 13; S1P4 antagonist: -6; BaF3 tox: -3; CHOP inh: 19; Ba/F3 V617F tox: 3; NPY2 pot ag: 2

How did O=C(Nc1ccc2c(c1)CCC2)C1CCCO1 (stereo not given) do in these assays?
NPY-Y1 antag: 3; p47phox inh: -7; S1P4 ag: -0.3; NPY1 pot ag: -7; S1P4 antagonist: -7; BaF3 tox: 3; CHOP inh: 18; Ba/F3 V617F tox: -1; NPY2 pot ag: 2

What do the screens show for `CC(=O)N1CCC(N(CCN2CCOCC2)C(=S)Nc2cccc(C)c2C)CC1`?
NPY-Y1 antag: 6; p47phox inh: -14; S1P4 ag: -2.3; NPY1 pot ag: -28; S1P4 antagonist: -7; BaF3 tox: 7; CHOP inh: 4; Ba/F3 V617F tox: 4; NPY2 pot ag: 10

Results for O=C(NC1CC1)c1ccc(C2SCC(=O)N2Cc2ccccc2)cc1 (stereo not given) ?
NPY-Y1 antag: 0; p47phox inh: 5; S1P4 ag: 1.1; NPY1 pot ag: 6; S1P4 antagonist: 9; BaF3 tox: 7; CHOP inh: 25; Ba/F3 V617F tox: 2; NPY2 pot ag: 7

Results for CCOc1nc2ccccc2nc1C ?
NPY-Y1 antag: 3; p47phox inh: 0; S1P4 ag: 1.2; NPY1 pot ag: 3; S1P4 antagonist: -6; BaF3 tox: 6; CHOP inh: -6; Ba/F3 V617F tox: -1; NPY2 pot ag: -8

What do the screens show for `CCC1=Nc2cc(C(=O)NCC3CCCO3)ccc2Sc2ccc(Cl)cc21` (stereo not given)?
p47phox inh: -11; S1P4 ag: 0.6; NPY1 pot ag: 12; S1P4 antagonist: 4; BaF3 tox: 6; CHOP inh: -3; Ba/F3 V617F tox: 5; NPY2 pot ag: -7

What do the screens show for `CCCC(=O)N1CCN(C2=NS(=O)(=O)c3ccccc32)CC1`?
NPY-Y1 antag: -3; p47phox inh: -47; S1P4 ag: 1.4; NPY1 pot ag: 6; S1P4 antagonist: -13; BaF3 tox: 3; CHOP inh: 0; Ba/F3 V617F tox: -1; NPY2 pot ag: 17

How did CC1(C)Cc2ccccc2C(NN=C2CCCC2)=N1 do in these assays?
NPY-Y1 antag: -1; p47phox inh: 8; S1P4 ag: 0.9; NPY1 pot ag: 9; S1P4 antagonist: -3; BaF3 tox: 6; CHOP inh: 9; Ba/F3 V617F tox: 0; NPY2 pot ag: -5

What do the screens show for `CC1(C)CC(=O)c2cc(OCC(=O)NCCN3CCCc4ccccc43)ccc2O1`?
NPY-Y1 antag: 4; p47phox inh: 8; S1P4 ag: 0.7; NPY1 pot ag: 8; S1P4 antagonist: -5; BaF3 tox: 3; CHOP inh: 38; Ba/F3 V617F tox: 0; NPY2 pot ag: 7

Results for C/C=C/C=C/C(=O)OCC(=O)Nc1ccc(Cl)cc1 ?
NPY-Y1 antag: 9; p47phox inh: 1; S1P4 ag: 2.3; NPY1 pot ag: -32; S1P4 antagonist: -14; BaF3 tox: 8; CHOP inh: 11; Ba/F3 V617F tox: 6; NPY2 pot ag: -16

How did Cc1cccc(C)c1Nc1nnc(SCC(=O)NCc2ccco2)s1 do in these assays?
NPY-Y1 antag: 5; p47phox inh: -17; S1P4 ag: 1.6; NPY1 pot ag: 4; S1P4 antagonist: 0; BaF3 tox: 1; CHOP inh: -1; Ba/F3 V617F tox: -1; NPY2 pot ag: -12

Not a retest: entries from further up.
What do the screens show for `NC(Cc1ccc(O)c([N+](=O)[O-])c1)C(=O)O` (stereo not given)?
NPY-Y1 antag: 1; p47phox inh: 0; S1P4 ag: 0.4; NPY1 pot ag: -2; S1P4 antagonist: -22; BaF3 tox: 5; CHOP inh: -13; Ba/F3 V617F tox: -1; NPY2 pot ag: -6

How did O=C(O)[C@@H](c1ccccc1)N1Cc2ccccc2C1=O do in these assays?
NPY-Y1 antag: 4; p47phox inh: -6; S1P4 ag: -1.1; NPY1 pot ag: -18; S1P4 antagonist: -11; BaF3 tox: 2; CHOP inh: -11; Ba/F3 V617F tox: 2; NPY2 pot ag: 3

What do the screens show for `C#CCn1cc(C=C2C(=O)c3ccccc3C2=O)c2ccccc21`?
NPY-Y1 antag: 1; p47phox inh: 81*; S1P4 ag: 0.6; NPY1 pot ag: -18; S1P4 antagonist: -9; BaF3 tox: 7; CHOP inh: 47; Ba/F3 V617F tox: -5; NPY2 pot ag: -2

Next results
Results for CC(C)CC(=O)NC(=S)Nc1ccccc1C(=O)Nc1ccccc1 ?
NPY-Y1 antag: 5; p47phox inh: -15; S1P4 ag: -5.4; NPY1 pot ag: 14; S1P4 antagonist: 2; BaF3 tox: 7; CHOP inh: 22; Ba/F3 V617F tox: -3; NPY2 pot ag: -7

What do the screens show for `O=C(OCCNc1ccc(C(F)(F)F)cc1[N+](=O)[O-])c1cc2ccccc2oc1=O`?
p47phox inh: -9; S1P4 ag: 2.0; NPY1 pot ag: -28; S1P4 antagonist: 14; BaF3 tox: -3; CHOP inh: -8; Ba/F3 V617F tox: -2; NPY2 pot ag: 2

What do the screens show for `CCOC(=O)C1CCCN(C(=O)c2cc3cc(Br)ccc3oc2=O)C1` (stereo not given)?
NPY-Y1 antag: 4; p47phox inh: 2; S1P4 ag: -2.1; NPY1 pot ag: -4; S1P4 antagonist: 4; BaF3 tox: 2; CHOP inh: -9; Ba/F3 V617F tox: -4; NPY2 pot ag: -11

What do the screens show for `Cc1ccc(NC(=O)Nc2ccccc2)cc1[N+](=O)[O-]`?
NPY-Y1 antag: -1; p47phox inh: -19; S1P4 ag: 0.5; NPY1 pot ag: 21; S1P4 antagonist: -15; BaF3 tox: 4; CHOP inh: 30; Ba/F3 V617F tox: -2; NPY2 pot ag: 15

What do the screens show for `COc1ccc(OC)c(NC(=O)CCn2cccc2)c1`?
NPY-Y1 antag: -7; p47phox inh: 1; S1P4 ag: -2.7; NPY1 pot ag: -6; S1P4 antagonist: -2; BaF3 tox: -1; CHOP inh: 31; Ba/F3 V617F tox: -3; NPY2 pot ag: -9

What do the screens show for `CC(=O)Nc1ccc(S(=O)(=O)Nc2cc(C)ccn2)cc1`?
NPY-Y1 antag: 4; p47phox inh: 2; S1P4 ag: 0.3; NPY1 pot ag: -8; S1P4 antagonist: -2; BaF3 tox: 1; CHOP inh: 3; Ba/F3 V617F tox: -3; NPY2 pot ag: -17

How did COc1cccc(N(CC(=O)Nc2ccc3c(c2)OCO3)S(=O)(=O)c2ccccc2)c1 do in these assays?
NPY-Y1 antag: -1; p47phox inh: 0; S1P4 ag: -2.5; NPY1 pot ag: -17; S1P4 antagonist: -2; BaF3 tox: 3; CHOP inh: 5; Ba/F3 V617F tox: -3; NPY2 pot ag: -10

What do the screens show for `Cc1csc(Sc2ccc(C(=O)OCC(=O)Nc3ccc(F)cc3[N+](=O)[O-])cc2[N+](=O)[O-])n1`?
NPY-Y1 antag: 9; p47phox inh: -26; S1P4 ag: 2.4; NPY1 pot ag: -7; S1P4 antagonist: 3; BaF3 tox: 7; CHOP inh: 14; Ba/F3 V617F tox: 3; NPY2 pot ag: -3

What do the screens show for `CN(C1=NC(=O)C(CC(=O)O)S1)c1ccc(O)cc1` (stereo not given)?
NPY-Y1 antag: -1; p47phox inh: -8; S1P4 ag: 2.5; NPY1 pot ag: 3; S1P4 antagonist: -7; BaF3 tox: 4; CHOP inh: 8; Ba/F3 V617F tox: 1; NPY2 pot ag: -3

Results for COc1ccc2[nH]cc(C(=O)N3CCCCC3)c(=O)c2c1 ?
NPY-Y1 antag: 0; p47phox inh: 5; S1P4 ag: 2.8; NPY1 pot ag: 13; S1P4 antagonist: -4; BaF3 tox: 1; CHOP inh: 2; Ba/F3 V617F tox: -1; NPY2 pot ag: 6
